Screening data from PubChem BioAssay.
KCNQ1 block = inhibitors of human KCNQ1 potassium channel | CHO-K1 KCNQ1, FluxOR thallium flux fluorescence; stronger effect = higher value | B-score at 10 µM | 310,000 compounds, 1.3% hits;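 active = compounds whose thallium flux B-score, printed positive for inhibition, exceeds three library SD while starting fluorescence stays within three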;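 note: channel opened by potassium depolarization with thallium stimulus after 20 min compound exposure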
HDAC3 inhib = human HDAC3 inhibition | recombinant HDAC3, fluorogenic peptide/trypsin coupled, fluorescence | inhibition, % at 8.3 µM | 320,000 compounds, 0.15% hits | AID 2718; in the data active = inhibition above about 26%, passing the limit was not always enough; inconclusive = no clear call, values can overlap the other calls
KCNK3 block = human KCNK3 channel inhibition, primary screen | AID 602410 | CHO-KCNK3 thallium flux, FluxOR fluorescence; stronger effect = lower value | B-score at 10 µM | O14649 | 340,000 compounds, 0.84% hits;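 active = B-score under library mean minus 4 SD, starting fluorescence ratio at most library mean plus 5 SD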;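 note: more negative B-score means stronger inhibition of thallium flux through KCNK3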
KCNQ1 act = potentiates or activates the human KCNQ1 potassium channel; P51787; CHO-K1 KCNQ1, thallium flux FluxOR fluorescence; stronger effect = higher value; B-score at 10 µM; 310,000 compounds, 0.35% hits; AID 2648;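 active = fluorescence ratio B-score, a plate-corrected score, at least three library SD, with initial intensity B-score within 5 SD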
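System: Stable KCNQ1 CHO-K1 line | Incubation: 90 min dye loading and 20 min compound exposure, both at room temperature | Measure: Ratio B score | Medium: Assay buffer for compound exposure, DMSO matched across wells | Compound dosing: Single-concentration screen | Probe or stimulus: K+/Tl+ depolarizing stimulus | Measured by: Kinetic FluxOR fluorescence, 10 s baseline plus 110 s post-stimulus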
ANO1 activ = activates or potentiates the mouse TMEM16A chloride channel; Q8BHY3; HEK293 TMEM16A/YFP-H148Q/I152L, iodide quench fluorescence; stronger effect = lower value; B-score at 10 µM; 340,000 compounds, 0.3% hits; AID 623877;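 active = fluorescence-ratio B-score plate-corrected deviation score at least 3 library SD below zero, with starting fluorescence score within 5 deviations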;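 note: channel opened by trigger with iodide after compound preincubation; score built on the fluorescence ratio of max minus min over baseline; more negative score means more quench and so TMEM16A activation or potentiation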
Target sequence (Q8BHY3 whole entry, looked up): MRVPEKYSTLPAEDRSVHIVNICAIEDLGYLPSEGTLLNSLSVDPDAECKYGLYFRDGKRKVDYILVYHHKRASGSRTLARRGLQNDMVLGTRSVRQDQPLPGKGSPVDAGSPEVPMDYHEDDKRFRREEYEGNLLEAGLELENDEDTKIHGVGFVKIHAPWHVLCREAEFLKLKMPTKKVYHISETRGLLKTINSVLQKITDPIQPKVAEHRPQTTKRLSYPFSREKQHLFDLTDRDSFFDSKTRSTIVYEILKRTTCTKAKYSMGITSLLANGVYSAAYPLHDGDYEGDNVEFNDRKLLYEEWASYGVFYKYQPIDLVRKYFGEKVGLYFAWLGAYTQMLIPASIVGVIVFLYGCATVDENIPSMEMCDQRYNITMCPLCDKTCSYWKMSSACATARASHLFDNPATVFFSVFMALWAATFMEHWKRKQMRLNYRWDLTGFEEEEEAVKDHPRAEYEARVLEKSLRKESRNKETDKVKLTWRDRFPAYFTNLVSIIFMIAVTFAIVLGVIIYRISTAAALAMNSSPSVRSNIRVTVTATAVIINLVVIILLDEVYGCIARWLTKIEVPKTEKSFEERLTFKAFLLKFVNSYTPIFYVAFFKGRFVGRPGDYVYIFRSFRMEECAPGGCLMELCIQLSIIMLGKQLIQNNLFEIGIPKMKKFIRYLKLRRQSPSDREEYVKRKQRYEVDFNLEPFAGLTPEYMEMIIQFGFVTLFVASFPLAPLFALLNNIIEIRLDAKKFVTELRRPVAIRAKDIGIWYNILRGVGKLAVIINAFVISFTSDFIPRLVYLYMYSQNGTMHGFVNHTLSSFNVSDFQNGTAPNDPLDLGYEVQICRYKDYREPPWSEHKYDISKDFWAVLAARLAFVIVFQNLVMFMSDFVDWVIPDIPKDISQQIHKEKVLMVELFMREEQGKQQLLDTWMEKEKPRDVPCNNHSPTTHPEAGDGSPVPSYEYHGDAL
hERG rescue = compounds protecting human hERG from proarrhythmic drug block | Q12809 | CHO-hERG, FluxOR thallium flux, dofetilide IC70 present | activation (rescue from dofetilide block), less the hit threshold, % at 10 µM | 310,000 compounds, 0.51% hits | AID 1511;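 active = activation above the mean of controls blocked by dofetilide plus 5 SD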;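 note: thallium influx through hERG after potassium depolarization seen as dye fluorescence rise; in these data hits start at about 4.7%; inactives centre near -7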
TRPC4 act = opens the mouse TRPC4 cation channel; HEK293 TRPC4beta/mu-opioid, Fluo4 calcium fluorescence; stronger effect = higher value; B-score at 10 µM; 310,000 compounds, 0.49% hits; AID 2237;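 active = B-score above 5 SD of library B-scores, and initial fluorescence ratio not above library mean plus 5 SD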;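 note: positive B-score marks a calcium rise read as TRPC4 activation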
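system = HEK293 cells stably co-expressing mouse TRPC4beta and mu-opioid receptor | schedule = Fluo4 dye loading 45 min at room temperature, 110 s recording | measure = B-scored integrated calcium fluorescence ratio | signal = Fluo4 calcium-sensitive dye fluorescence, kinetic, 1 Hz baseline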
TRPC4 PAM = allosteric potentiators of mouse TRPC4 channel. B-score at 10 µM. HEK293 TRPC4beta/mu-opioid, DAMGO EC20, Fluo-4 Ca2+ flux; stronger effect = higher value. 310,000 compounds, 0.42% hits;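 active = B-score of calcium response area above 5 SD of library B-scores, with initial fluorescence ratio within 5 SD of library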;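 note: B-score of integrated fluorescence ratio over time as area under calcium response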
DYRK1A inh = Dyrk1A (rat) kinase inhibition; inhibition, % at 12.5 µM; 310,000 compounds, 0.43% hits; Q63470; AID 504441; ADP-Glo luminescence, NFATc1 peptide; in the data active = inhibition above about 50%;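 note: plate controls were vehicle with enzyme for no effect and no enzyme for full effect; many of its hits are not listed in these tables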
KCNK9 inh = inhibitors of human KCNK9 two-pore domain potassium channel | B-score at 10 µM | HEK293 KCNK9, FluxOR thallium flux fluorescence; stronger effect = lower value | 310,000 compounds, 1.2% hits;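 active = ratio B-score over 3 SD below the library mean, with starting fluorescence within 5 SD of its mean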;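 note: negative B-score means less thallium flux so channel inhibition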
ANO1 block = blocks the mouse calcium-activated chloride channel TMEM16A; 310,000 compounds, 1.2% hits; normalized B-score (activity score, 25-100; higher = stronger inhibition) at 10 µM; HEK293 TMEM16A/YFP iodide influx fluorescence, ionomycin; Q8BHY3;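 active = ratio plate-corrected score three or more library SD toward inhibition, starting fluorescence score within five deviations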;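 note: score derived from kinetic fluorescence span divided by baseline fluorescence per well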
* marks the source's active call; other numbers are inactive results; i = inactive; ? = inconclusive; · = no result given.

cpd	smiles	KCNQ1 block	HDAC3 inhib	KCNK3 block	KCNQ1 act	ANO1 activ	hERG rescue	TRPC4 act	TRPC4 PAM	DYRK1A inh	KCNK9 inh	ANO1 block
1	O=C(c1ccc(Cl)cc1)C1CCCN(Cc2ccc3c(c2)OCCO3)C1 (centres undefined)	i	?	i	i	i	-8	i	i	1	i	i
2	Cc1ccc(-c2nc3ccc(Cl)cc3n2OC(=O)N(C)C)cc1	i	0	i	i	i	-4	i	i	3	i	i
3	Cc1ccc(-c2nn(Cc3ccccc3)cc2C(=O)O)cc1	i	-3	i	i	i	-6	i	i	16	i	i
4	CC1=NOC2(C)Nc3ncnn3C(c3ccccc3)C12 (centres undefined)	i	3	i	i	i	-13	i	i	-3	i	i
5	C/C(=N\NC(=O)c1ccccc1Cl)c1c(O)n(C2CCCCC2)c(=O)[nH]c1=O	i	11	i	i	i	-15	i	i	7	i	i
6	C[N+]1(C)CCC(OC(=O)C(c2ccccc2)c2ccccc2)CC1	i	0	i	i	i	-1	i	i	-1	i	i
7	CN1/C(=C\C=Nc2ccccc2)C(C)(C)c2ccccc21	i	4	i	i	i	-18	i	i	-2	i	i
8	CC(C(=O)c1ccc2ccccc2c1)N1CCCCC1 (centres undefined)	i	-15	i	i	i	-9	i	i	0	i	i
9	CCCCn1c(=O)c(C(=O)NC(C)c2ccccc2)c(O)c2ccccc21 (centres undefined)	6*	-6	i	i	i	0	i	i	-8	i	i
10	O=C(O)C(O)(c1ccccc1)C1CCCCC1 (centres undefined)	i	5	i	i	i	-16	i	i	4	i	i
11	CCOc1ccc(CC2(CCc3ccncc3)C(=O)NC(=O)NC2=O)cc1	i	-5	i	i	i	-5	i	i	5	i	i
12	O=C(CN1CC=C(c2ccccc2)CC1)NC(=O)NCc1ccco1	i	-1	i	i	i	-10	i	i	-1	i	i
13	Cc1ccc(C2(O)CC(C)N(C)CC2C)cc1 (centres undefined)	i	-1	i	i	i	-3	i	i	-1	i	i
14	COC(=O)c1ccc(CC(C(=O)c2ccccc2)N(C)C)cc1 (centres undefined)	i	5	i	i	i	-3	i	i	4	i	i
15	Cc1cccc(CN2CCCC(C(=O)c3cccc(OC(C)C)c3)C2)n1 (centres undefined)	i	-3	i	i	i	-8	i	i	1	i	i
16	Cc1ccc(C(C)C)c(OCC(=O)N2CCN(Cc3nc4cc([N+](=O)[O-])ccc4n3C)CC2)c1	i	6	i	i	i	-5	i	i	4	i	i
17	O=[N+]([O-])c1ccc(N2CCCC(C(F)(F)F)C2)c2ccncc12 (centres undefined)	i	1	i	i	i	-11	i	i	42	i	100*
18	CCC1(C(=O)c2ccc(C)cc2)C2c3ccccc3OC(=O)C21C(=O)O (centres undefined)	i	2	i	i	i	-7	i	i	-8	i	i
19	CC1CN(CC(=O)c2ccccc2Cl)CC(C)O1 (centres undefined)	i	-2	i	i	i	-4	i	i	-5	i	i
20	Cn1c(O)c(C=NCCCNC2CCCCC2)c(=O)n(C)c1=O	i	2	i	i	i	-7	i	i	-4	i	i
21	CCc1ccc(N2C(=O)NC(=O)/C(=C\c3cccn3CCOc3ccc(C(C)C)cc3)C2=O)cc1	i	-3	i	i	i	-6	i	i	-5	i	i
22	CCOc1c(Cl)cc(CNCCc2c[nH]c3ccccc23)cc1OC	i	-1	i	i	i	-21	53*	i	1	i	i
23	N#Cc1ccc(OCC(=O)N2CCN(Cc3ccc4c(c3)OCO4)CC2)cc1	i	0	i	i	i	-7	i	i	·	i	i
24	Cc1ccc(-n2c(/C=C/c3ccc4c(c3)OCO4)nc3ccccc3c2=O)cc1	i	-1	·	i	·	-14	i	i	·	i	i
25	CN1CCN(c2nc(N)cc(=O)[nH]2)CC1	i	3	i	i	i	-8	i	i	4	i	i
26	Fc1ccc(C2NCCc3[nH]cnc32)cc1 (centres undefined)	i	1	i	i	i	-9	60*	i	6	i	i
27	COc1cc(C2NCc3ccccc3-n3cccc32)ccc1O (centres undefined)	i	13	i	i	i	-11	i	i	-9	i	i
28	Cc1cc(Cc2c(O)[nH]c(=S)[nH]c2=O)ccc1OC(C)C	i	-7	i	i	i	-6	i	i	-4	i	i
29	CCOc1cccc(=NC2CCCCC2)c2c(C)n(C)c(C)c12	i	7	i	i	i	-22	i	i	·	i	100*
30	CCOP(=O)(OCC)C(NC(=O)Cc1ccccc1)C(Cl)(Cl)Cl (centres undefined)	i	3	i	i	i	-20	i	i	-4	i	i
31	CCOc1ccc(C2SCC(=O)Nc3c2c(C)nn3C2CCOC(C)(C)C2)cc1 (centres undefined)	i	-2	i	i	i	-12	i	i	4	i	i
32	CC(=NCc1cccnc1)c1c(O)n(-c2ccccc2C)c(=O)[nH]c1=O	i	3	i	i	i	-13	i	i	-5	i	i
33	COc1ccc(CCN)cc1OC	i	3	i	i	i	-2	i	i	8	i	i
34	CCOP(=O)(OCC)C(O)c1ccc(OC)cc1 (centres undefined)	i	1	i	i	i	-7	i	i	3	i	i
35	CN1CCN(c2ccc([N+](=O)[O-])c(NCc3ccco3)c2)CC1	i	3	i	i	i	-6	i	i	3	i	i
36	OC(c1ccc(F)cc1)C(c1ccccc1)N1CCOCC1 (centres undefined)	i	5	i	i	i	-6	i	i	0	i	i
37	COc1ccc(C(=O)C(Cc2ccccc2)N(C)C)cc1 (centres undefined)	i	-2	i	i	i	-10	i	i	-1	i	i
38	CCCC(C)n1[nH]c(=O)c2c1NC(=O)CSC2c1ccccc1 (centres undefined)	i	-8	i	i	i	-14	i	i	-1	i	i
39	COCCCNC(=O)c1c(NC(=O)c2ccccc2)n(Cc2ccccc2)c2nc3ccccc3nc12	i	-11	i	i	i	-8	i	i	0	i	i
40	CC(=O)C1CCC2C3CCC4CC(O)CCC4(C)C3CCC12C (centres undefined)	i	-3	i	i	i	-9	i	i	20	i	i
41	O=c1[nH]c(=O)n(Cc2ccc(F)cc2)c(O)c1C=NCCN1CCCCC1	i	7	i	i	i	-9	i	i	8	i	i
42	CC(=NCCCN1CCOCC1)c1c(O)n(Cc2ccccc2)c(=O)[nH]c1=O	i	2	i	i	i	-13	i	i	-5	i	i
43	CCCNC(=O)N1[C@H]2CC[C@@H]1C(C(=O)OC)=C(c1cccc(OC)c1OC)C2	i	-14	i	i	i	2	i	i	9	i	i
44	COc1cccc(OP(=O)(Nc2ccccc2)Oc2cccc(OC)c2)c1	i	-6	-9.1*	i	i	-5	i	i	·	i	i
45	CCc1cc(=O)oc2cc(C)cc(OCC(=O)N3CCC(C(=O)O)(c4ccccc4)CC3)c12	i	-54	i	i	i	-7	i	i	6	i	i
46	CN(C)c1ccc(/C=C2\C(=O)NC(=O)N(Cc3ccc(F)cc3)C2=O)cc1	i	?	i	i	i	-4	i	i	-8	i	i
47	O=C(Nc1ccccc1)c1cc([N+](=O)[O-])ccc1N1CCNCC1	i	3	i	i	i	-6	i	i	-3	i	i
48	CCOC(=O)C1CCN(/C=C2/C(=O)NC(=S)N(c3cccc(OC)c3)C2=O)CC1	i	0	i	i	i	-6	i	i	3	i	i
49	COc1ccc(CCNC2CCCCC2)cc1OC	i	-10	i	i	i	-6	i	i	-3	i	i
50	O=C1NC(=O)N(c2ccccc2)C(=O)/C1=C/C=C/c1ccco1	i	10	i	i	i	-10	i	i	-8	i	i
51	COc1ccc(-n2cnc3cc(C(=O)N4CCC5(CC4)OCCO5)ccc32)cc1	i	4	i	i	i	1	i	i	2	i	i
52	COC(=O)C(c1ccccc1)N1CCCCCC1 (centres undefined)	i	2	i	i	i	-6	i	i	6	i	i
53	CCC12CN3CCN(CC(C3)C1O)C2 (centres undefined)	i	-4	i	i	i	-13	i	i	4	i	i
54	O=c1[nH]c(=O)n(Cc2ccccc2)c(O)c1/C=N/Nc1c(F)c(F)c(F)c(F)c1F	i	0	i	i	i	-11	i	i	·	i	i
55	O=C(COc1ccc(Cl)cc1)N1CCN(Cc2ccccc2)CC1	i	1	i	i	i	-2	i	i	30	i	i
56	Cc1ccc(/C=C2\C(=O)NC(=S)N(c3ccc(F)cc3)C2=O)o1	i	4	i	i	i	0	i	i	·	i	i
57	CC(Cc1ccccc1)NCCC(c1ccccc1)c1ccccc1 (centres undefined)	·	-2	i	·	i	·	·	·	3	·	i
58	O=Cc1c(C(=O)O)n(Cc2ccccc2Cl)c2ccccc12	i	1	i	i	i	1	i	i	-5	i	i
59	CC(c1ccccc1)(c1ccccc1)c1ccncc1	i	?	i	i	i	-5	i	i	-1	i	i
60	c1ccc2c3c([nH]c2c1)C1(CCNCC1)NCC3	i	-1	i	i	i	-12	i	i	-1	i	i

Further records:
cpd	smiles	KCNQ1 block	HDAC3 inhib	KCNK3 block	KCNQ1 act	ANO1 activ	hERG rescue	TRPC4 act	TRPC4 PAM	DYRK1A inh	KCNK9 inh	ANO1 block
61	Oc1c(Cl)cc(Cl)cc1CN1CCN(Cc2ccccc2)CC1	i	-2	i	i	i	-11	i	i	3	i	i
62	CCC(=NCCC(c1ccccc1)c1ccccc1)c1c(O)[nH]c(=O)[nH]c1=O	i	5	i	i	i	-1	i	i	-2	i	i
63	CCCCn1c(O)c(C(C)=Nc2ccc3c(c2)CCC3)c(=O)[nH]c1=O	i	-4	i	i	i	-6	i	i	9	i	i
64	O=c1[nH]c(=O)n(CCC2=CCCCC2)c(O)c1C=NC1CCN(Cc2ccccc2)CC1	·	14	i	·	i	·	·	·	1	·	25*
65	COc1cc(CN=Cc2c(O)n(C(C)(C)C)c(=O)[nH]c2=O)cc(OC)c1	i	-6	i	i	i	-4	i	i	-2	i	i
66	COc1ccc(C2=NCC(=O)N(CC(=O)NCc3ccco3)c3sc4c(c32)CCCC4)cc1	i	10	-8.9*	i	i	-6	i	i	7	i	i
67	Cc1nn(Cc2ccccc2)c(Cl)c1C(=O)OC(C)C(=O)Nc1ccc(F)cc1Cl (centres undefined)	i	-2	i	i	i	-5	i	i	0	i	i
68	CCOC(=O)c1c(C)n(Cc2ccco2)c2c1cc(O)c1ccccc12	i	4	i	i	i	-11	i	i	-2	i	i
69	COC(=O)Cn1cc(C=C2C(=O)NC(=O)NC2=O)c2ccccc21	i	9	i	i	i	-6	i	i	-2	i	i

Some of the compounds tested, so the mix of outcomes need not match the whole.
